Screens (PubChem BioAssay)
Mcl1-Noxa inh = Mcl-1/Noxa interaction inhibition. Q07820. TR-FRET Mcl-1/Noxa peptide binding, 2 h. inhibition, % at 21.7 µM. 220,000 tested, 1.5% active;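 active = compounds that cut the protein-peptide binding signal by more than 50% relative to plate controls in a single-dose test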;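 also: His-tagged Mcl-1 with rhodamine Noxa BH3 peptide and terbium anti-His antibody; 0% = Mcl-1 plus Noxa peptide wells and 100% = peptide-only wells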
Target sequence (Q07820 whole entry, looked up): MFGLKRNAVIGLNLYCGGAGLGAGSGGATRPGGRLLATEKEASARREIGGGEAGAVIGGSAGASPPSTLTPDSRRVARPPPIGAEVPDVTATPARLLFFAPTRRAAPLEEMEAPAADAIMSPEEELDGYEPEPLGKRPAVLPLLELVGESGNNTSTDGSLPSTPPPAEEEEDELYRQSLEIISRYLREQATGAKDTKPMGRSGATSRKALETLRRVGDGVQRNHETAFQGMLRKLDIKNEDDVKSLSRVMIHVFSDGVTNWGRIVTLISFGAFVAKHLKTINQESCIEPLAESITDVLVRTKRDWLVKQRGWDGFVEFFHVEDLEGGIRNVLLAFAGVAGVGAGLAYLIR
Rac1 act GTP bind = human Rac1 activated mutant GTP binding change; GST-Rac1 activated beads, fluorescent GTP binding, flow cytometry; actives lie on both sides; 100% means binding = to untreated wells; percent activity (GTP binding), % at 10 µM; 190,000 tested, 0.11% active;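 active = GTP binding at least 20 percentage points away from the 100% baseline, in either direction, so actives lie on both sides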
Pf gamet viab = kills late stage P. falciparum gametocytes; P. falciparum stage V gametocytes, ATP luminescence, 24 h; 150,000 tested, 0.065% active; AID 743093; inhibition, % at 10.9 µM;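 active = inhibition above the mean plus 3 SD of compounds within the control limits, set per campaign, cut at about 38% in these data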;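 also: 0% = DMSO wells and 100% = medium only without gametocytes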
Rab7 wt GTP bind = alters GTP binding to wildtype dog Rab7; 190,000 tested, 0.055% active; GST-Rab7 beads, fluorescent GTP binding, flow cytometry; actives lie on both sides; untreated = 100%, excess cold GTP = 0%; GTP binding activity (percent of control), % at 10 µM;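 active = fluorescent GTP binding to Rab7 beads changed by at least 20 points from the 100% baseline, either direction, mostly lower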;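 also: median green fluorescence of bound Bodipy-FL-GTP per Rab7 bead population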
Rab2 wt GTP = changes GTP binding to wildtype dog Rab2A, up or down. AID 760. GST-Rab2 wt beads, Bodipy-GTP binding, flow cytometry. P61105. 190,000 tested, 0.19% active. GTP binding activity, % at 10 µM;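 active = GTP binding activity at least 20 points away from 100%, either lowered or raised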;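 also: 0% = beads with excess unlabeled GTP and 100% = no-compound control corrected for plate trend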
Rac1 wt modul = modulators of human Rac1 wildtype GTP binding | P63000 | GST-Rac1 beads, fluorescent GTP binding, flow cytometry; actives lie on both sides; 0 = cold GTP competed, 100 = untreated | GTP binding activity (% of control), % at 10 µM | 190,000 tested, 0.27% active;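 active = GTP binding activity at least 20 points away from the 100% control level, either lower or higher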
HRas wt GTP bind = modulators of GTP binding to human HRas wildtype; P01112; GTP binding activity, % at 10 µM; 190,000 tested, 0.14% active; AID 759; GST-Ras wt beads, Bodipy-FL-GTP binding, flow cytometry; actives lie on both sides;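 active = GTP binding activity at least 20% away from the 100% baseline, either lowered as inhibitor or raised as activator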;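 also: 0% = unlabeled GTP competition control and 100% = no-compound control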
Target sequence (P01112 whole entry, looked up): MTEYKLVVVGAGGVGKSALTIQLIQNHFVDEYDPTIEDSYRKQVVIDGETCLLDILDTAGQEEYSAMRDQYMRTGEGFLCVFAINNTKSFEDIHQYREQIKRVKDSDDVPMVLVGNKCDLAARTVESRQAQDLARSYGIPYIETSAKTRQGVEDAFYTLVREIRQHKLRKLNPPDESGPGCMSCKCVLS
Avidin bead fluor = avidin bead compound fluorescence profile; Avidin beads, compound fluorescence 488/530 nm, flow cytometry; stronger effect = higher value; fluorescence (KMESF) at 10 µM; 220,000 tested, 0.38% active; AID 1775; in the data active = fluorescence above about 47; also: inactives centre near 10
Mcl-1 Bim block = inhibitors of Bim-Mcl-1 interaction, human. Q07820. Bead-based flow cytometry, Bim peptide-Mcl-1 binding. inhibition, % at 10 µM. 190,000 tested, 0.1% active. AID 1009; in the data active = inhibition above about 40%;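 also: 0% = no compound tracer wells and 100% = peptide blocker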
Mcl1 Bid PPI = disrupts binding of human Mcl-1 to Bid peptide; TR-FRET Mcl-1/Bid-Dy647 peptide binding, 1536-well; inhibition, % at 21.7 µM; Q07820; 220,000 tested, 0.97% active;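 active = compounds that cut the binding signal by more than half at the single screening dose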;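 also: His-tagged Mcl-1 with europium anti-His antibody binding Bid BH3 peptide; 0% = Mcl-1 plus peptide wells and 100% = peptide-only wells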
Cdc42 wt = changes GTP binding to wildtype human Cdc42 | AID 761 | P60953 | 190,000 tested, 0.2% active | percent activity (GTP binding), % at 10 µM | GST-Cdc42 beads, Bodipy-GTP binding, flow cytometry; actives lie on both sides;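 active = percent activity GTP binding at least 20 points away from the 100% baseline, either down as inhibitor or up as activator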;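 also: median bead fluorescence of bound Bodipy-FL-GTP at 100 nM; 0% = excess unlabeled GTP control and 100% = no compound control; below 100% means less GTP binding so inhibitor and above means activator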
Target sequence (P60953 whole entry, looked up): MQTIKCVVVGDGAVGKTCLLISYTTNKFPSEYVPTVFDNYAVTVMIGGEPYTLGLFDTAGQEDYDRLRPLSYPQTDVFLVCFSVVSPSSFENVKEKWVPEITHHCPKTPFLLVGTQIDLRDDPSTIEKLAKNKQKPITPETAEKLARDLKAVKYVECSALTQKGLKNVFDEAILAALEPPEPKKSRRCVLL
The depositor's hits bear a star; · = no result given.

SMILES	Mcl1-Noxa inh	Rac1 act GTP bind	Pf gamet viab	Rab7 wt GTP bind	Rab2 wt GTP	Rac1 wt modul	HRas wt GTP bind	Avidin bead fluor	Mcl-1 Bim block	Mcl1 Bid PPI	Cdc42 wt
CCCS(=O)(=O)N1CCCC(C(=O)N2CCOCC2)C1 (configuration not stated)	-3	95	·	99	99	100	100	5	0	0	101
COc1ccc(C(=O)N/C(=C\c2cn(C)c3ccccc23)C(=O)OCC(C)C)cc1	11	99	-8	96	100	106	100	10	-4	-14	103
CCOC(=O)C1(C/C(C)=N/NC(N)=O)CC(C)OC1=O (configuration not stated)	-5	98	-12	100	99	104	101	2	-1	-9	104
O=C1CC(N2CCN(C3CC(=O)N(CCc4ccccc4)C3=O)CC2)C(=O)N1CCc1ccccc1 (configuration not stated)	-8	99	·	98	99	106	99	11	-1	8	102
Cn1cnnc1SCC(=O)NCCC(c1ccccc1)c1ccccc1	17	102	13	106	105	107	105	37	-2	-7	108
CCOCCCNC(=O)C1CCN(c2cc(C)nc3c(-c4ccc(OC)c(OC)c4)c(C)nn23)CC1	15	101	-11	95	105	103	104	14	-2	-66	105
CCCNC(=O)CSc1nnc(-c2ccco2)n1C	8	96	-1	94	96	97	95	10	0	-14	96
COCc1cc([C@@H]2C[C@H]3CN(c4ccccc4)C(=O)[C@]34CCCN24)ccc1OC	0	97	·	99	96	102	98	2	-6	-5	100
Clc1ncnc2c1oc1ccccc12	-1	98	·	98	99	100	100	7	-4	3	100
COC(=O)CCC(=O)Nc1ccc(N=Nc2ccccc2)cc1	30	94	6	111	101	101	100	7	-2	-5	96
Cn1c(SCC(=O)c2ccc(F)cc2)nnc1-c1ccccc1N	11	96	17	93	97	96	95	10	-1	13	98
CCOC(=O)Nc1ccc2c(CN3CCN(S(=O)(=O)c4ccccc4)CC3)cc(=O)oc2c1	11	98	·	98	98	104	100	5	0	-17	100
Cc1cccc(NC(=S)NCCO)c1C	-8	101	·	101	100	104	101	4	-7	-77	102
Clc1ccc(OCCSCc2nc3ccccc3[nH]2)cc1	-9	102	·	103	104	103	104	7	-5	-3	103
CCOC(=O)c1sc(NC(=O)CCCCCN2C(=O)c3cccc4cccc(c34)C2=O)nc1C	-1	94	·	96	99	103	98	7	2	16	99
Cc1cccc(-c2ncc(CN3CCCC(CO)(Cc4ccccc4C)C3)cn2)c1 (configuration not stated)	9	95	19	107	102	94	100	2	-3	-13	93
COC(=O)c1sc(NC(=O)CSc2nnnn2-c2cccc(OC)c2)nc1C	21	100	·	101	97	106	103	6	-5	10	102
O=C(COC(=O)CNC(=O)c1ccc(F)cc1)Nc1cccc(S(=O)(=O)N2CCCC2)c1	15	95	·	104	100	101	98	11	-6	-5	98
O=C(OCC#CCSc1nnc(-c2ccccc2)o1)c1cccs1	10	94	·	105	103	99	103	·	-2	-37	101
O=C(Cn1cc([N+](=O)[O-])cn1)NCC1CCCO1 (configuration not stated)	10	100	·	98	101	107	101	14	-4	-15	104
O=C(NCc1cccs1)C(=O)c1cn(CC(=O)N2CCOCC2)c2ccccc12	5	99	·	95	94	100	99	8	0	-34	96
CC(C)(CNC(=O)c1ccc([N+](=O)[O-])c(Cl)c1)CNC(=O)c1ccc([N+](=O)[O-])c(Cl)c1	-1	95	-4	102	99	97	101	9	-2	-11	99
Cc1cc(C)n2nc(SCc3ncc(-c4ccccc4)o3)nc2n1	20	96	·	90	96	101	95	4	-12	-7	96
CCC(C)(C)NC(=O)C(c1ccncc1)N(C(=O)c1sc(C)nc1C)c1ccc(F)cc1 (configuration not stated)	-1	96	6	105	100	101	100	9	-1	-20	96
Cc1ccc(C(=O)COC(=O)c2n[nH]c(=O)c3ccccc23)cc1	8	100	21	100	103	104	103	14	1	-6	103
NC(=O)CSc1nc2ccccc2nc1SCC(N)=O	10	103	-1	107	102	102	103	11	-4	-8	107
CC(=O)c1ccc(NC(=O)CCCN2C(=O)/C(=C/C(C)=C/c3ccccc3)SC2=S)cc1	10	101	7	103	100	104	102	11	2	-1	101
CCN1CCc2nc(NC(=O)c3ccc4c(c3)OCCO4)sc2C1	13	103	17	106	105	106	103	37	4	-23	102
CC1CC(c2ccccc2)n2nc(NC(=O)CCc3ccccc3)nc2N1 (configuration not stated)	-13	97	-2	102	99	105	100	18	-5	-20	104
CCN1CCCC1CNC(=O)CCNC(=O)c1cc(OC)c(OC)c(OC)c1 (configuration not stated)	-12	99	12	103	101	103	103	10	-2	-39	103
CC(C)CC(=O)NC(=S)Nc1nc(-c2cccc3ccccc23)cs1	·	97	·	96	95	95	97	9	-1	23	97
COc1cc(/C=N/n2cnnc2)ccc1OCC(=O)N1CCOCC1	-3	98	23	104	99	104	101	6	-6	-2	99
CCSc1c(-c2ccccc2)nc2c(C)cccc2c1C(=O)O	-9	100	8	99	100	102	100	12	0	17	103
Cn1cccc1Cc1nnc(SCC(=O)NC2CCCC2)n1-c1ccc(F)cc1	-9	102	·	101	105	108	104	6	-2	-40	105
COc1ccc(C2C3=C(CCCC3=O)Nc3nc(C(F)(F)F)nn32)c(OC)c1OC (configuration not stated)	8	95	·	99	94	94	95	13	-2	-10	95
CCCOc1ccc(N2C(=O)CC(N3CCN(CCN=CC4C(=O)CC(C)(C)CC4=O)CC3)C2=O)cc1 (configuration not stated)	1	98	-34	96	96	101	97	12	-2	-6	102
CCNc1ccc(C(=O)OCC(=O)N2c3ccccc3NC(=O)C2(C)C)cc1[N+](=O)[O-]	35	100	15	101	100	108	102	14	-2	-7	106
O=C(NC1CCCCC1)N1CCCCCC1	-7	106	4	100	103	118	107	16	1	-15	114
CS(=O)(=O)N(CC(=O)N/N=C/c1cccs1)c1cccc(Cl)c1Cl	4	96	-38	96	98	96	99	10	1	-7	97
COc1cc(Cl)c(C)cc1NC(=O)[C@@H]1CCCN1C(=O)c1cccs1	21	101	0	98	99	106	99	7	-5	-9	104
CC1(C)CC2CC(C)(CN2C(=S)NC(=O)c2ccccc2Cl)C1 (configuration not stated)	11	101	16	98	101	103	100	14	-2	-21	101
COc1cc(CN2CCN(Cc3ccc(C)cc3)CC2)c([N+](=O)[O-])cc1OC	23	97	11	92	94	96	96	11	-3	1	95
CCOc1ccc(-c2nnc(SCC(=O)N3CCOCC3)o2)cc1	22	99	-14	102	101	109	103	38	-5	1	103
COc1ccc(OC)c(/C=C/C(=O)OCC(=O)Nc2ccc(Cl)c(S(=O)(=O)N(C)C)c2)c1	-18	97	-37	105	99	95	98	9	0	-24	96
CCN(CC)C(=O)C(=O)c1cn(CC(=O)NCC2CCCO2)c2ccccc12 (configuration not stated)	2	96	·	95	96	96	96	3	-2	-18	97
S=c1nc(-c2ccccc2)oc2c1CCCC2	0	97	·	97	99	100	99	7	0	-36	100
c1ccc(-c2nnc3n2NC(c2ccc4c(c2)OCO4)S3)cc1 (configuration not stated)	17	93	-47	96	95	97	98	13	0	-14	95
CCN(CC)S(=O)(=O)c1cc(C(=O)NC2=NCCS2)ccc1Cl	-1	95	·	95	97	96	97	4	-4	-34	96
COc1cc(OC)cc(C(=O)Nc2ccccc2N2CCOCC2)c1	-2	93	-1	91	96	94	95	21	-2	-56	94
CCC(C)(C)n1nnnc1CN(Cc1ccc(Cl)cc1)Cc1ccco1	36	96	·	100	99	95	96	33	2	57*	94
O=C(OC(C(=O)NC1CCCC1)c1ccccn1)c1cccs1 (configuration not stated)	2	97	·	100	97	97	99	35	-5	-8	99
COc1ccc(N2C(N)=C(C#N)C(c3ccsc3)C3=C2CCCC3=O)c(OC)c1 (configuration not stated)	1	102	1	100	97	106	103	1	0	-68	99
CCOC(=O)c1c(C)[nH]c(C2=NNC(=NC(C)COC)SC2)c1C (configuration not stated)	40	97	15	97	99	98	98	6	-2	-5	100

A different layout for part of the listing above:
SMILES | Mcl1-Noxa inh | Rac1 act GTP bind | Pf gamet viab | Rab7 wt GTP bind | Rab2 wt GTP | Rac1 wt modul | HRas wt GTP bind | Avidin bead fluor | Mcl-1 Bim block | Mcl1 Bid PPI | Cdc42 wt
COc1cc(Cl)c(C)cc1NC(=O)[C@@H]1CCCN1C(=O)c1cccs1 | 21 | 101 | 0 | 98 | 99 | 106 | 99 | 7 | -5 | -9 | 104
CC1(C)CC2CC(C)(CN2C(=S)NC(=O)c2ccccc2Cl)C1 (configuration not stated) | 11 | 101 | 16 | 98 | 101 | 103 | 100 | 14 | -2 | -21 | 101
COc1cc(CN2CCN(Cc3ccc(C)cc3)CC2)c([N+](=O)[O-])cc1OC | 23 | 97 | 11 | 92 | 94 | 96 | 96 | 11 | -3 | 1 | 95
CCOc1ccc(-c2nnc(SCC(=O)N3CCOCC3)o2)cc1 | 22 | 99 | -14 | 102 | 101 | 109 | 103 | 38 | -5 | 1 | 103
COc1ccc(OC)c(/C=C/C(=O)OCC(=O)Nc2ccc(Cl)c(S(=O)(=O)N(C)C)c2)c1 | -18 | 97 | -37 | 105 | 99 | 95 | 98 | 9 | 0 | -24 | 96
CCN(CC)C(=O)C(=O)c1cn(CC(=O)NCC2CCCO2)c2ccccc12 (configuration not stated) | 2 | 96 | · | 95 | 96 | 96 | 96 | 3 | -2 | -18 | 97
S=c1nc(-c2ccccc2)oc2c1CCCC2 | 0 | 97 | · | 97 | 99 | 100 | 99 | 7 | 0 | -36 | 100
c1ccc(-c2nnc3n2NC(c2ccc4c(c2)OCO4)S3)cc1 (configuration not stated) | 17 | 93 | -47 | 96 | 95 | 97 | 98 | 13 | 0 | -14 | 95
CCN(CC)S(=O)(=O)c1cc(C(=O)NC2=NCCS2)ccc1Cl | -1 | 95 | · | 95 | 97 | 96 | 97 | 4 | -4 | -34 | 96
COc1cc(OC)cc(C(=O)Nc2ccccc2N2CCOCC2)c1 | -2 | 93 | -1 | 91 | 96 | 94 | 95 | 21 | -2 | -56 | 94
CCC(C)(C)n1nnnc1CN(Cc1ccc(Cl)cc1)Cc1ccco1 | 36 | 96 | · | 100 | 99 | 95 | 96 | 33 | 2 | 57* | 94
O=C(OC(C(=O)NC1CCCC1)c1ccccn1)c1cccs1 (configuration not stated) | 2 | 97 | · | 100 | 97 | 97 | 99 | 35 | -5 | -8 | 99
COc1ccc(N2C(N)=C(C#N)C(c3ccsc3)C3=C2CCCC3=O)c(OC)c1 (configuration not stated) | 1 | 102 | 1 | 100 | 97 | 106 | 103 | 1 | 0 | -68 | 99
CCOC(=O)c1c(C)[nH]c(C2=NNC(=NC(C)COC)SC2)c1C (configuration not stated) | 40 | 97 | 15 | 97 | 99 | 98 | 98 | 6 | -2 | -5 | 100
